# Compound activity from PubChem.
# GASC-1 inh – human JMJD2C demethylase inhibition | GST-JMJD2C(1-420) H3K9me3 demethylation, DELFIA europium | hit rate 0.069% among 330,000 | inhibition, % at 2.35 µM;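 active = more than half of a compound's replicate wells show inhibition beyond 50%, single wells judged on their own value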;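 note: signal counts dimethyl H3K9 product captured on neutravidin plate; 0% = median of DMSO wells and 100% = 0.3 times that DMSO median; strong numbers were not always called active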
# core dimer inh – HCV core protein dimerization inhibition. TR-FRET GST/Flag-core106 dimerization, 1536-well. inhibition, % at 5 µM. hit rate 0.33% among 300,000. AID 1899;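 active = inhibition above the mean of all tested compounds plus 3 SD, set per screening campaign, cut at about 45% in these data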
#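 Material: Tagged HCV core106 pair (GST and Flag) | Amount: GST-core106 13.5 nM, Flag-core106 17 nM | Medium: KF-containing HEPES buffer, pH 7.45, DTT, CHAPS, BSA | Reagent: Eu donor and XL665 acceptor anti-tag antibodies | Schedule: 4 h at 22.5 °C | Technique: Time-resolved FRET, ex 340 nm, em 617 and 671 nm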
# EBNA-1 inhibitor – blocks EBNA-1 binding to DNA | EBNA-1 DNA binding, fluorescence polarization | inhibition, % at 14.8 µM | hit rate 0.34% among 300,000; in the data active = inhibition above about 28%
# PP1 inh – PP1-alpha (human) inhibition in PP5 counter-screen | hit rate 0.9% among 320,000 | P62136 | inhibition, % at 6.7 µM | purified PP1alpha, OMFP fluorescence | AID 2235;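 active = inhibition above the mean inhibition of all tested compounds plus 3 SD, computed separately for each screening campaign, cut at about 15% in these data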
# Target sequence (P62136 whole entry, looked up): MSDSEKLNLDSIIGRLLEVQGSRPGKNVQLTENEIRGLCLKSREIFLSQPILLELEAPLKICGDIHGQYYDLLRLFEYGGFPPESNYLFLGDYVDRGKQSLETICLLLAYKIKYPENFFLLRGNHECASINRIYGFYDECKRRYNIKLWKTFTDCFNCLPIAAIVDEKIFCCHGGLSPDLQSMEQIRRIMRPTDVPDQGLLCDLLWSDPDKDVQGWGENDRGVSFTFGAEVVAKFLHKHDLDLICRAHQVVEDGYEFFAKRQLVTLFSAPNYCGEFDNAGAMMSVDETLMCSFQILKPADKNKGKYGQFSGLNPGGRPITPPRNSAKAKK
# PP5 inh – blocks human protein phosphatase 5 activity; P53041; purified PP5c, OMFP substrate fluorescence; inhibition, % at 6.7 µM; hit rate 0.18% among 320,000;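 active = inhibition above the campaign's mean inhibition across all tested compounds plus 3 SD, cut at about 9.5% in these data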;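 note: 0% = DMSO only and 100% = 100 µM cantharidin control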
# Target sequence (P53041 whole entry, looked up): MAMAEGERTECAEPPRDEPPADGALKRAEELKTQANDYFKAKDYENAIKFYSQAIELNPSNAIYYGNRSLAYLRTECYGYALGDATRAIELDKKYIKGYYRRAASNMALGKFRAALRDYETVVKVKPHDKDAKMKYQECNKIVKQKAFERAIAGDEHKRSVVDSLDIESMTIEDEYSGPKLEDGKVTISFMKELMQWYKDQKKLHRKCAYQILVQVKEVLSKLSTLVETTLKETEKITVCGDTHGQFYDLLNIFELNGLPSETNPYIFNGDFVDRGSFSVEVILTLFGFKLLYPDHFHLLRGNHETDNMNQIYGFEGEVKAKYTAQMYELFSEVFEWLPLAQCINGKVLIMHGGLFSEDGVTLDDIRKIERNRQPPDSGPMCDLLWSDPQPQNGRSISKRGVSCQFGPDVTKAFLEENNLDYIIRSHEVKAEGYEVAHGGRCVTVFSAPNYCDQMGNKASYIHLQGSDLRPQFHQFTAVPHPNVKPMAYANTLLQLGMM
# ZTA counter – blocks Epstein-Barr virus ZTA, an EBNA-1 counter-screen; ZTA-DNA binding, fluorescence polarization; inhibition, % at 11 µM; hit rate 0.15% among 320,000; in the data active = inhibition above about 33%
# Target sequence (P03206 whole entry, looked up): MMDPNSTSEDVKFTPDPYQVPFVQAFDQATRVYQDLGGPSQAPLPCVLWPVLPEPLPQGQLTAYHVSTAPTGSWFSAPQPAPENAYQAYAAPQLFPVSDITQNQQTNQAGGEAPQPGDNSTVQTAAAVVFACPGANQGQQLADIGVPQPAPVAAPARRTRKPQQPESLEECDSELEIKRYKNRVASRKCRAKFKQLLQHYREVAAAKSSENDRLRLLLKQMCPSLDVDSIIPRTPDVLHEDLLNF
# Yeast superoxide – lowers age-related superoxide in aged yeast cells. S. cerevisiae aged cells, superoxide DHE fluorescence; active compounds read low. superoxide response (% of plate mean), % at 10 µM. hit rate 0.18% among 330,000. AID 2690;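 active = superoxide response under a set limit, about three screen SD below normal, cut at about 65% in these data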;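 note: yeast aged for seven days with compound at 30 °C before DHE staining; 100% = average MFI of all compound-treated wells on the plate with controls excluded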
# Fh CTSL1 inh – blocks F. hepatica cathepsin L1 in PFM18AAP counter-screen | recombinant F. hepatica cathepsin L1, Z-Leu-Arg-MCA fluorescence | inhibition, % at 5.96 µM | hit rate 0.49% among 300,000 | AID 1906;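 active = inhibition above the mean of all tested compounds plus 3 SD, set per screening campaign, cut at about 17% in these data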;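 note: 0% = plate median of test compound wells and 100% = 1 µM Z-Phe-Ala-diazomethylketone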
# TPT1 inh – inhibitors of Candida albicans tRNA 2'-phosphotransferase TPT1. hit rate 0.81% among 300,000. inhibition, % at 5 µM. AID 1962. recombinant caTPT1, FP RNA substrate dephosphorylation;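 active = inhibition above the mean of all tested compounds plus 3 SD, set per screening campaign, cut at about 24% in these data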;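 note: plate controls were DMSO alone for no effect and ferristatin control at 100 nM for full effect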
# * marks the source's active call; other numbers are inactive results; . = no result given; + = active, no number. The order is random, and some 3.1% of all compounds hit somewhere here.
SMILES,GASC-1 inh,core dimer inh,EBNA-1 inhibitor,PP1 inh,PP5 inh,ZTA counter,Yeast superoxide,Fh CTSL1 inh,TPT1 inh
Cc1nnc(SCc2ccccc2)n(N)c1=O,-10.5,-0.5,-0.6,0.6,-1.3,-12.5,102.4,-1.9,-0.5
CN1CCC(N(C)C(=O)c2sc3cc(F)ccc3c2Cl)CC1,1.2,2.0,12.4,-8.3,2.7,-1.3,110.8,-3.5,-1.9
Cc1cc(C)n2nc(SCC(=O)Nc3ccc(F)c(F)c3F)nc2n1,8.5,.,.,-4.5,2.1,5.1,98.3,.,.
Cc1ccc(C(=O)Nc2ccc3c(c2)C(=O)N(CC2CCCO2)C3=O)cc1 (centres undefined),21.5,0.3,-0.6,0.7,-0.5,-0.8,97.9,-0.2,-0.6
O=C(NCC(c1ccco1)N1CCc2ccccc21)c1ccccc1Cl (centres undefined),12.3,-0.2,13.6,0.4,1.9,-6.1,95.6,-1.8,-2.1
CCC(NC(=O)Nc1cc(OC)c(OC)c(OC)c1)(C(F)(F)F)C(F)(F)F,7.2,2.4,10.9,-0.3,1.7,5.8,93.5,2.4,-2.4
N#Cc1ccccc1NC(=O)CSC1=Nc2ccccc2C2CC=NN12 (centres undefined),36.5,-3.0,-7.6,-3.2,0.5,6.7,92.8,4.6,4.1
CCC(=O)/C=C1/Sc2ccc(OC)cc2N1CCO,-0.3,-3.2,-2.6,1.8,1.8,0.3,97.1,2.9,-6.8
COC(=O)Nc1ccc(S(=O)(=O)N2CCCC(C(=O)N3CCN(C)CC3)C2)cc1 (centres undefined),5.5,0.8,-5.0,0.5,-1.3,-0.6,113.0,0.1,0.8
Cc1ccc(C(=O)Nc2nnc(-c3ccncc3)s2)o1,-0.6,1.0,-9.1,1.9,-0.3,5.7,99.6,2.7,-0.1
CCCCc1nnc(NC(=O)c2ccc(S(=O)(=O)N3CCOCC3)cc2)s1,-5.5,.,.,-5.4,-1.9,11.6,93.6,.,.
COC(=O)c1ccc(S(=O)(=O)N2CCCCCC2)n1C,23.8,2.4,-1.6,-4.1,3.9,-3.7,111.7,1.3,-1.5

# Among those listed so far, these contain a halogen.
SMILES,GASC-1 inh,core dimer inh,EBNA-1 inhibitor,PP1 inh,PP5 inh,ZTA counter,Yeast superoxide,Fh CTSL1 inh,TPT1 inh
CN1CCC(N(C)C(=O)c2sc3cc(F)ccc3c2Cl)CC1,1.2,2.0,12.4,-8.3,2.7,-1.3,110.8,-3.5,-1.9
Cc1cc(C)n2nc(SCC(=O)Nc3ccc(F)c(F)c3F)nc2n1,8.5,.,.,-4.5,2.1,5.1,98.3,.,.
O=C(NCC(c1ccco1)N1CCc2ccccc21)c1ccccc1Cl (centres undefined),12.3,-0.2,13.6,0.4,1.9,-6.1,95.6,-1.8,-2.1
CCC(NC(=O)Nc1cc(OC)c(OC)c(OC)c1)(C(F)(F)F)C(F)(F)F,7.2,2.4,10.9,-0.3,1.7,5.8,93.5,2.4,-2.4

# Additional compounds follow.
SMILES,GASC-1 inh,core dimer inh,EBNA-1 inhibitor,PP1 inh,PP5 inh,ZTA counter,Yeast superoxide,Fh CTSL1 inh,TPT1 inh
Cc1oc2c(CN3CCCC3)c(O)ccc2c(=O)c1-c1ccc(Br)cc1,47.8,-8.1,8.1,-1.8,2.0,5.2,95.0,0.7,0.0
COc1ccc(NC(=S)NCc2ccc(F)cc2)c(OC)c1,6.0,-1.5,-8.5,-0.9,1.0,-3.4,98.0,0.5,-0.2
C=CCOc1c(Cl)cc(C2NC(=O)NC(C)=C2C(=O)OC)cc1Cl (centres undefined),6.2,-2.8,7.5,4.6,0.2,-3.9,96.8,1.1,2.1
O=C(N/N=C/C=C/c1ccccc1)c1ccncc1,-5.1,-6.6,3.1,0.9,0.5,-8.0,100.9,2.3,-4.4
CCOC(=O)c1cc(-c2ccc(C#N)cc2)nc2c1c(C)nn2CCC#N,13.7,-4.5,-5.0,-4.4,0.4,1.1,104.2,-5.4,-0.9
O=C1CCCC2=C1C(Cc1ccccc1)C1=C(CCCC1=O)O2,-14.2,2.7,3.8,0.2,-0.7,-1.2,91.8,-1.4,0.3
O=[N+]([O-])c1cccc(C=Nc2cccc3ccccc23)c1O,0.2,-4.9,-20.1,-1.8,3.1,0.6,103.5,2.9,0.2
N#CC1=C(SCC(=O)Nc2nccs2)NC(=O)CC1c1ccccc1 (centres undefined),-1.3,3.1,1.8,2.6,1.7,0.7,93.4,2.0,-1.2
C/C(=C(/NC(=O)c1ccccc1)C(=O)O)c1ccco1,4.5,-2.8,-21.3,1.3,-0.1,-13.4,106.4,-5.3,1.8
O=S(=O)(N1CCCCC1)n1c(Cc2ccccc2)nc2ccccc21,-3.9,6.2,-13.3,1.9,4.5,-4.8,92.3,-0.3,-1.1
Cc1cccc(-n2c(=S)[nH]c3c(oc4ccccc43)c2=O)c1,-4.2,6.1,5.0,0.9,-0.2,10.5,95.8,-0.3,0.5
CCCN(CCC)CCNc1c(N2CCN(C(=O)OCC)CC2)c(=O)c1=O,5.1,-5.5,-0.5,-4.0,3.1,2.3,101.7,-0.8,4.5
CCC(NC(=O)Cc1c(C)c2ccc(OC)c(C)c2oc1=O)C(=O)NC(Cc1ccc(Cl)cc1)C(=O)O (centres undefined),.,2.0,-0.8,-4.0,1.3,-10.7,91.5,1.6,0.5
CCOC(=O)N1CCN(C(=O)COC(=O)Cc2ccc(Cl)cc2)CC1,-3.5,8.6,3.2,-3.0,-1.9,11.0,95.8,-7.2,0.1
CC(C)COCc1ccc(O)c2ncccc12,-4.6,2.9,5.9,-0.3,2.4,17.2,86.8,-1.9,-3.1
CN(C)c1cccc(C(=O)NNC(=O)CSc2ccccc2)c1,-6.3,1.9,-10.2,-0.4,2.3,10.5,88.4,4.9,1.8
COc1ccc(S(=O)(=O)N2CCOCC2)cc1Br,-3.7,3.9,-4.0,-1.6,-0.8,8.5,95.3,0.6,-4.3
COc1cc(NC(=O)CCc2c(C)[nH]c(=O)c(C#N)c2C)cc(OC)c1,5.9,9.3,4.1,-0.7,1.7,8.4,97.3,-0.1,-0.2
CN(C(=O)COC(=O)c1cncc(Br)c1)C1CCS(=O)(=O)C1 (centres undefined),4.0,1.1,9.3,-2.7,-1.4,11.3,92.6,-6.0,1.1
CCOc1ccc(CN(C)C(=O)CNC(=O)c2sc3ccccc3c2Cl)cc1,4.2,.,.,-3.8,4.3,5.2,114.6,.,.
CCOC(=O)c1c(C)[nH]c(C)c1S(=O)(=O)NCCCN1CCOCC1,-15.5,-5.9,-3.6,2.8,-0.7,14.6,97.0,-1.5,2.0
Cc1ccc(NS(=O)(=O)c2ccc(CCC(=O)N3CCCC3)cc2)cc1,18.0,-2.4,-13.1,1.3,1.6,4.4,106.7,-4.2,0.0
CN(CC(=O)Nc1ccc(Cl)c(Cl)c1)CC(=O)Nc1ccc2c(c1)OCO2,11.4,.,.,3.8,2.7,+,116.4,.,.
Cc1ccc(O)c(C(=O)CC(=O)c2cccc(F)c2)c1,-14.5,0.9,3.0,2.0,1.9,1.3,87.4,-0.4,-3.7
CCOc1ncccc1C(=O)Oc1ccc2c(c1)OCO2,-26.6,-5.3,-1.3,0.5,-1.0,4.9,91.9,0.3,-1.4
Cc1ccc(S(=O)(=O)N2CCN(Cc3ccccc3C(F)(F)F)CC2)cc1,-16.7,7.6,-5.0,-1.1,6.0,2.9,86.6,-0.6,-3.5
COC(=O)c1sccc1NC(=O)CSc1ccccc1NS(=O)(=O)c1cc(Cl)ccc1Cl,6.7,43.6,15.8,5.8,-0.7,-3.8,105.8,-0.5,-3.1
COCCNC(=O)Nc1ccc2nc(-c3ccco3)c(-c3ccco3)nc2c1,2.6,83.7*,5.7,22.8*,-1.6,16.4,85.3,4.4,-22.9
COC(=O)C(c1ccccc1)C1(O)CC(C)N(C)CC1C (centres undefined),28.4,-2.1,6.8,-3.0,0.5,-2.2,88.2,-1.6,-1.1
O=C(Cc1ccc(S(=O)(=O)N2CCOCC2)s1)Nc1ccccc1N1CCOCC1,14.8,1.5,-0.6,4.1,-0.8,-14.1,107.6,1.5,-0.1
CC(Oc1cccc2c1OC(C)(C)C2)C(=O)O (centres undefined),0.4,-3.0,4.9,-3.6,-1.4,6.4,85.2,2.0,-3.3
O=C1NC(Cc2c[nH]c3ccccc23)C(=O)N1c1ccc(F)cc1 (centres undefined),4.4,4.2,5.0,-0.4,-1.4,10.5,98.4,0.0,-2.3
CC(OC(=O)C1=NN(c2ccccc2)C(=O)CC1)C(=O)NC1CCCCC1C (centres undefined),3.2,.,.,-4.4,1.9,-6.9,77.4,.,.
CC(=O)c1cccc(N/C=C\c2nnnn2-c2ccc(F)cc2)c1,1.7,-3.6,-2.0,0.7,0.7,1.6,85.0,0.1,1.0
COc1ccc(N2CCN(C(=O)c3c(C)nn(-c4ccccc4)c3C)CC2)cc1,-1.8,1.8,2.5,-0.1,-0.7,-5.5,98.3,-2.1,-0.8
CCC(C)NC(=O)c1cn(CC)c2ccc(S(=O)(=O)N(C)C)cc2c1=O (centres undefined),-7.3,3.0,-3.1,-1.1,1.5,-6.1,144.8,4.9,-0.4
Cc1nn(CC(=O)O)c(C)c1N,-2.1,0.5,-1.7,-0.1,-0.1,-4.7,101.2,-0.4,-0.3
O=C(Nc1ccc(NC(=O)c2cccs2)cc1)c1ccc2c(c1)OCO2,4.1,-2.5,2.0,5.6,1.4,-7.5,103.3,1.5,0.2
Cc1cc(C(F)(F)F)n(-c2nc(C(=O)O)cs2)n1,12.6,-2.5,-13.6,1.1,0.7,1.1,108.3,7.5,-4.0
CCc1ccc(/C=C2\SC(=S)N(CCCC(=O)Nc3ccc(C(=O)O)cc3)C2=O)cc1,-2.4,13.3,-4.5,-0.8,2.5,-3.0,92.0,8.3,-2.6
COCCNS(=O)(=O)c1ccccc1,7.3,-2.6,3.2,0.5,-1.0,6.4,86.4,2.8,0.7
Cc1ccc2nc(C3CCN(CC(=O)N4CCCCCC4)CC3)[nH]c2c1,-3.7,-0.3,1.5,-5.3,5.9,-5.9,109.4,0.9,4.3
CCOC(=O)[C@@H]1[C@H]2COc3ccc(Br)cc3[C@@H]2N2C(=O)N(c3ccc(Cl)cc3)C(=O)[C@]12C,-2.3,7.7,-0.4,0.9,2.7,1.9,97.8,0.5,1.4
CC(C)C[C@H](NC(=O)c1nc[nH]c1C(=O)N(C)Cc1ccccc1)C(=O)OCc1ccccc1,-1.6,1.9,4.8,3.6,7.0,1.4,102.7,0.8,-1.7
COC(=O)CNC(=O)C(C)(C)Oc1ccc(Cl)cc1,4.3,-2.6,3.2,0.9,0.6,5.6,111.9,-0.2,-3.9
COc1ccc(CNC(=O)CCN2C(=O)[C@@H]3Cc4ccccc4CN3C2=O)cc1,5.8,-3.0,-0.2,-4.0,1.5,-25.4,103.4,0.9,-0.4
CCc1ccc(C(=O)NNC(=O)c2c(CC)noc2C)cc1,-9.9,-1.6,2.4,-8.3,0.8,-2.9,122.0,1.0,4.7
Cc1ccc(-c2cc(C(=O)NCC3CCCO3)c3ccccc3n2)cc1C (centres undefined),-4.1,9.1,4.2,-3.5,-0.8,3.9,97.1,2.9,-2.2
COc1ccc(Cl)cc1N(C(=O)Nc1cccc(Cl)c1)C1=NCC(C)S1 (centres undefined),-2.3,-7.5,-17.7,-3.3,3.0,4.0,93.3,-6.2,0.7
COc1ccccc1C(=O)N/C(=C/c1ccco1)C(=O)Nc1cccc(C(=O)O)c1,5.6,5.8,-2.5,-3.5,1.6,-5.1,98.1,-1.4,21.7
